HIF-2a inh = HIF-2a inhibition. 786-0 RCC cells HIF-2a reporter, luciferase luminescence, overnight. inhibition, % at 18.8 µM. 360,000 compounds, 0.72% hits. AID 624352;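 active means inhibition of the luminescence signal of 40% or more relative to plate controls, in a single-dose primary screen at 18.75 µM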
NR2E3 ag-1 = activates human photoreceptor nuclear receptor NR2E3; Q9Y5X4; 320,000 compounds, 0.12% hits; GST-NR2E3/biotin-RetCOR TR-FRET, 1536-well; inhibition of corepressor binding, % at 4.78 µM; AID 2300;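 active means percent inhibition above the cutoff of mean plus 3 SD of all tested compounds, set per screening campaign, cut at about 20% in these data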;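 further: 0% = DMSO wells and 100% = biotin wells as full block of FRET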
Target sequence (Q9Y5X4 whole entry, looked up): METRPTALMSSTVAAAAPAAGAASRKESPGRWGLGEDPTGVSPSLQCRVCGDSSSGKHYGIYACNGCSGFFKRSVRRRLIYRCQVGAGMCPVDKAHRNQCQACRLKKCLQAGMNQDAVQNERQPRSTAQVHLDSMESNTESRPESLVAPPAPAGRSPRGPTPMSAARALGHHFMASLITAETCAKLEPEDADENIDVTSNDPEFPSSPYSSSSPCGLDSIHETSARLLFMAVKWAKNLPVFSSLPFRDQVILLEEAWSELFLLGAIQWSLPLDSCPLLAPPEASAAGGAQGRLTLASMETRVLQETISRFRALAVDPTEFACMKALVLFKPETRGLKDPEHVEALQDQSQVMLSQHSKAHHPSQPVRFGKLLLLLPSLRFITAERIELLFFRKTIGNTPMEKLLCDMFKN
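Material – GST-tagged NR2E3 plus biotinylated RetCOR corepressor · Quantity – NR2E3 fusion 1.35 nM · Times – 5 h incubation at 4 °C · Medium – pH 7.5 Tris-based buffer · Technique – TR-FRET, Eu(K)-anti-GST donor, streptavidin-D2 acceptor, ex 340, em 617/671 nm · Benchmarks – high control biotin, low control 0.6% DMSO · Format – 1536-well plates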
NR2E3 ag-2 = human photoreceptor-specific nuclear receptor agonism. Q9Y5X4. CHO-S Gal4-NCOR/VP16-NR2E3 two-hybrid, luciferase. inhibition of corepressor binding, % at 3.98 µM. 360,000 compounds, 0.35% hits. AID 602229;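 active means inhibition above the mean of all tested compounds plus 3 SD, cut at about 70% in these data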;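 further: 0% = DMSO with NR2E3 transfected cells and 100% = cells lacking NR2E3 construct; higher means lower luciferase signal from less NR2E3 corepressor binding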
TRPM1 prom inh = MITF TRPM1 promoter inhibition in SK-MEL-5 cells | 330,000 compounds, 0.83% hits | AID 488899 | inhibition, % at 12.5 µM | SK-MEL-5 TRPM1 promoter luciferase, 24 h;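 active means mean inhibition across replicates of 60% or more, whatever share of single replicates reaches that level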; further: values of inactives mirror those of a sister screen read the other way
PDI inh = blocks human protein disulfide isomerase activity. P07237. 350,000 compounds, 0.052% hits. AID 588391. PDI insulin aggregation turbidity, A650, 90 min. inhibition, % at 10 µM;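 active means mean inhibition across replicates of 30% or more, whatever share of single replicates reach that level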;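 further: absorbance from insulin aggregation driven by PDI reduction with DTT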
Target sequence (P07237 whole entry, looked up): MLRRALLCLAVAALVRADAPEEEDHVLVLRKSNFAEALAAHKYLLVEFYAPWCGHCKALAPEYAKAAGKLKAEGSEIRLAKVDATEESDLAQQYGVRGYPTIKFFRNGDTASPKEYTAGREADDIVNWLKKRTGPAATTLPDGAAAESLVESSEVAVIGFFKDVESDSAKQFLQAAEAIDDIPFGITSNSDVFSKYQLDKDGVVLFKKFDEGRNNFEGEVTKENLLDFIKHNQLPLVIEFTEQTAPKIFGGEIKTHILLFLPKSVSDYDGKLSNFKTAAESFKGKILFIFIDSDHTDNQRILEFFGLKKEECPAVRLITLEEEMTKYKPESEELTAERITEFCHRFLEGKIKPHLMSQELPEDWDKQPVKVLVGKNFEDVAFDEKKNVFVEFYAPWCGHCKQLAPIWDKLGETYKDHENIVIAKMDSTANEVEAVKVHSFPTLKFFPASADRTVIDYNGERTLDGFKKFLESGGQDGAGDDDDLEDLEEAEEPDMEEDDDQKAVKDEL
KKLEB tox = CF airway cell cytotoxicity counter-screen. KKLEB CF airway cells viability, ATPlite luminescence, overnight; stronger effect = lower value; cells stimulated with P. aeruginosa culture filtrate. activity change (cytotoxicity), % at 5 µM. 360,000 compounds, 0.36% hits. AID 602141;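 active means corrected activity change at or below -50% at 5 µM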
Vif imaging = inhibitors of HIV Vif; AID 602346; HEK293T cells, Vif self-association by quenched fluorescence, imaging, 24 h; inhibition, % at 7.49 µM; 340,000 compounds, 0.35% hits; in the data active means inhibition above about 50%, passing the limit was not always enough; further: some results filed as inactive read as strong as hits
Shn3 inh set2 = inhibitors of Schnurri-3 3'UTR reporter in osteoblasts | inhibition, % at 12.5 µM | 360,000 compounds, 0.52% hits | Clone20 osteoblast Shn3 3'UTR firefly luciferase, 24 h;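 active means mean inhibition of at least 75% with every replicate also reaching 75%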;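 further: 0% = median of neutral control wells and 100% = pilot-screen positive control compound; some compounds past the cut are filed as inactive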
Peg3 prom inh = reduces Peg3 promoter-driven luciferase expression in HeLa | HeLa PEG-Prom luciferase reporter, luminescence, overnight | inhibition, % at 20 µM | 360,000 compounds, 1.7% hits;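 active means inhibition of at least 50% at 20 µM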
CaV13 FRET inh = Primary screen for inhibitors of IQ motif and Ca2+-dependent inactivation inhibitor domain binding in CACNA1D, Förster resonance energy transfer in living cells, …; HEK cells, CFP/YFP FRET ICDI-IQ, plate reader, 10 min; percent FRET-ratio fall versus neutral wells; inhibition, % at 12.3 µM; 340,000 compounds, 0.098% hits;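 active means mean replicate inhibition of at least 30% and at least 1% of replicates passing that level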;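 further: 0% = median of the neutral control wells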
CF NFkB inh = inhibitors of cystic fibrosis induced NF-kB; 360,000 compounds, 0.86% hits; inhibition, % at 5 µM; KKLEB NF-kB-GFP reporter, PAF-induced, GFP fluorescence overnight;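 active means at least 50% inhibition at 5 µM, scaled per plate between neutral and stimulator controls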;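 further: PAF is a Pseudomonas aeruginosa culture filtrate used as stimulus; plate controls were PAF-stimulated DMSO wells for no effect and unstimulated DMSO wells for full effect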
An asterisk follows results filed as active; nt = no result given.

SMILES	HIF-2a inh	NR2E3 ag-1	NR2E3 ag-2	TRPM1 prom inh	PDI inh	KKLEB tox	Vif imaging	Shn3 inh set2	Peg3 prom inh	CaV13 FRET inh	CF NFkB inh
CCCN(CCC)C(=O)c1ccccc1C(=O)N(CCC)CCC	22	2	-16	-1	3	6	0	-33	-1	-3	2
Cc1cccc(C)c1NC(=O)CSc1nc(C2CC2)nc2ccccc12	4	-1	-4	8	-7	-8	11	23	17	-3	19
COC(=O)c1cc(NC(=O)c2ccccc2F)cc(C(=O)OC)c1	-2	-1	-10	11	1	-7	2	54	-1	2	1
CCOC(=O)c1ccc(NC(=O)Nc2ccc3c4c(cccc24)C(=O)N3CC)cc1	5	-1	9	-9	-5	-45	18	-11	-7	-3	16
COC(=O)C1=C(C)N(C)C(C)=C(C(=O)OC)C1c1ccc(F)c(Br)c1	18	1	9	3	8	3	-5	2	18	-6	-10
COc1cc(C(=O)Nc2ccc(-n3cnnn3)c(C)c2)cc(OC)c1OC	9	0	7	3	6	5	5	-1	9	nt	-8
CCOC(=O)N1CCN(C(=O)CN(c2cccc(OC)c2)S(C)(=O)=O)CC1	11	0	-12	-2	5	-14	-8	0	4	-6	3
S=C(NCc1cccnc1)Nc1cc(Cl)cc(Cl)c1	19	-1	-21	2	6	-8	2	13	32	-4	18
O=C(CCSCCc1ccccn1)Nc1ccccn1	12	-2	-6	-7	2	-9	6	-17	18	nt	1
Cc1c(C(=O)N(Cc2nnc(-c3ccccc3Cl)o2)C2CC2)oc2ccccc12	-40	2	10	nt	13	4	10	-5	2	-6	3
Cc1cccc(OCC(=O)NC(Cc2ccccc2)C(=O)O)c1 (configuration not stated)	9	0	-34	0	-6	3	-10	-5	7	-7	-4
CC(=O)N1CCC(=O)N(C(C)C)c2ccccc21	22	-3	13	3	0	-2	-1	-5	10	nt	6
CCC(C(=O)NC1CCCC1)N(C(=O)c1snc(C(N)=O)c1N)c1ccc(OC)c(OC)c1 (configuration not stated)	14	8	-18	2	-1	-24	4	-2	8	-3	0
COc1c(Cl)cnn(-c2ccc(C)cc2)c1=O	-26	1	-10	-7	-5	2	6	-10	-19	-9	-15
Cc1ccc(S(=O)(=O)Cn2nnnc2C(c2ccccn2)N2CCN(c3ccccc3)CC2)cc1 (configuration not stated)	7	2	-11	-1	5	10	-1	16	7	-5	11
CCOC(=O)C(CC)Sc1ncnc2nc[nH]c12 (configuration not stated)	5	2	-2	1	-3	-4	10	-2	19	-4	-8
COc1ccc(NC(=S)NCc2ccco2)cc1	-52	0	-13	3	-4	-9	nt	1	-29	-1	3
O=C1CCC/C(=N\NC(=O)c2ccc(COc3cccc4cccnc34)cc2)C1	13	0	9	5	-5	-1	0	-1	2	-4	6
CC(Sc1nncs1)C(=O)NCC(=O)Nc1ccc(F)c(F)c1F (configuration not stated)	8	4	-5	-12	-3	-23	-1	3	2	-4	-10
COc1ccc(C(=O)CSc2nnc(CN3CCCCC3)n2-c2ccc(F)cc2)cc1	18	3	-7	9	2	11	-3	8	13	-19	-11
CNS(=O)(=O)c1cccc(C(=O)NCC2(N3CCOCC3)CCCCC2)c1	4	-1	-28	4	1	-4	1	7	10	-4	-18
COC(=O)c1ccc(OCC(=O)c2cccc(OC)c2)cc1	-106	2	-55	-54	11	10	6	-9	-129	-3	-2
Nc1nc2c(ncn2[C@@H]2O[C@H](CNS(=O)(=O)N3CCc4ccccc4C3)[C@@H](O)[C@H]2O)c(=O)[nH]1	20	nt	-18	nt	nt	-21	nt	4	6	-6	4
COC(=O)c1c(NC(=O)COC(=O)[C@@H](NS(=O)(=O)c2ccc(C)cc2)C(C)C)sc2c1CCC2	15	-3	-14	-4	-12	6	-12	-7	5	-6	10
NC(=O)c1ccsc1NC(=O)c1ccc(S(=O)(=O)N2CCCc3ccccc32)cc1	-55	0	-11	nt	4	-16	-33	60	20	-6	32
Cc1nc2sccc2c(=O)n1N	21	1	-13	1	8	4	3	0	5	-4	3
Cc1[nH]c(=O)c(C#N)c(C)c1Cc1ccc(Cl)cc1Cl	19	7	-17	7	8	-8	2	7	-1	3	-10
CN(CC(=O)NC1CCCCC1)S(=O)(=O)c1ccc(Cl)cc1	3	2	1	9	-2	-2	4	2	91*	-3	4
CCO[C@H]1OC(C(=O)N2CCN(Cc3ccccc3)CC2)=C[C@@H](C)[C@@H]1CCCO	-1	2	1	-6	-6	-8	-2	-1	9	-11	9
O=C(NCCN1CCOCC1)c1ccc2c(c1)N(Cc1cccc(Cl)c1)C(=O)c1ccccc1S2(=O)=O	6	nt	4	nt	-2	-16	-5	-2	24	-8	31
C=C1CC(COc2ccc3c(C)c(Cl)c(=O)oc3c2)(c2ccccc2)OC1=O (configuration not stated)	85*	nt	-10	101*	0	-71*	11	96*	98*	-7	91*
COc1ccc(N2CCN(C(=O)CCC(=O)c3cc(C)sc3C)CC2)cc1	9	1	-1	13	3	-23	6	1	5	-10	-4
CCCOc1ccc(C(=O)N2CCN(c3ccc(NC(=O)CC)cc3Cl)CC2)cc1	14	2	-23	14	8	3	-20	56	29	-4	-5
O=C(O)CCSCc1ccccc1F	8	2	-13	9	-4	6	1	-7	-9	nt	5
CCOc1ccc(NC(=O)CSc2cn[nH]n2)cc1	19	-2	15	18	3	10	2	5	-32	-2	-13
CNC(=O)c1ccc(CN(C)C(=O)c2cccc(S(=O)(=O)N3CCc4ccccc4C3)c2)cc1	16	nt	-1	nt	16	-8	nt	13	15	-10	3
COc1ccccc1NC(=O)Cn1nc(-c2ccncc2)nc1SCC(=O)NC1CCCC1	16	-2	-13	10	-2	-11	0	4	11	5	26
O=C(c1ccco1)N1CCN(CC2CC3C=CC2C3)CC1 (configuration not stated)	-37	0	-7	-13	-4	-22	-8	-25	-72	-3	9
CCOC(=O)c1ccc(N2C(=O)CC(C)(CC)CC2=O)cc1	2	2	-21	-12	-1	-4	5	0	-1	-4	13
CCCCNC(=O)C1CC(c2ccc(C(F)(F)F)cc2)=NO1 (configuration not stated)	-36	-3	34	-15	-1	2	nt	-23	-14	-11	14
O=C(O)CCSc1nnc(COc2ccc([N+](=O)[O-])cc2)n1-c1ccccc1	11	-1	17	-5	2	2	10	-28	-1	-6	-8
Cc1ccc(C)c(S(=O)(=O)N2CCN(C(=O)[C@@H](NC(=O)c3ccc(F)cc3)C(C)C)CC2)c1	16	1	-22	14	-9	-14	-8	5	23	-3	21
CCCCNC(=O)COC(=O)C1CCN(S(=O)(=O)c2ccc3c(c2)OCCO3)CC1	1	6	15	-5	1	-7	-3	-1	1	-6	-20
CN(C)c1ccc(C(=O)NNC(=O)C23CC4CC(CC(C4)C2)C3)cc1	-53	nt	-27	-7	2	-8	12	-33	-85	-6	-14
Cc1ccnc(N(C(=O)c2cccs2)C(=O)c2cccs2)c1	-180	1	-107	-26	-8	16	0	-85	-233	-5	0
Fc1ccc(NC(=S)NN2CCOCC2)cc1Cl	11	1	9	-10	-2	4	nt	-19	-6	-4	-6
NC(=O)Cn1cc(/C=N\NS(=O)(=O)c2ccc(F)cc2)c2ccccc21	11	3	-14	4	-11	14	-5	0	18	-3	-14
Cc1ccccc1C(=O)NCCNC(=O)c1cnccn1	8	-1	-10	3	1	4	-4	5	-8	-3	10
CCN1CCN(CC(O)COCc2cc(OC)c(OC)c(OC)c2)CC1 (configuration not stated)	19	4	-1	-5	7	8	15	6	3	-5	-18
CCN1CCN(C(=O)C2CCCN(S(=O)(=O)c3ccc(OC)c(OC)c3)C2)CC1 (configuration not stated)	10	5	-2	-4	7	11	-5	-3	0	-7	6
O=C(Nc1cnc2ccccn2c1=O)c1ccc(F)cc1	-203	2	-59	-62	-8	4	2	-94	-197	-4	0

Molecules listed so far that contain fluorine:
SMILES	HIF-2a inh	NR2E3 ag-1	NR2E3 ag-2	TRPM1 prom inh	PDI inh	KKLEB tox	Vif imaging	Shn3 inh set2	Peg3 prom inh	CaV13 FRET inh	CF NFkB inh
COC(=O)c1cc(NC(=O)c2ccccc2F)cc(C(=O)OC)c1	-2	-1	-10	11	1	-7	2	54	-1	2	1
COC(=O)C1=C(C)N(C)C(C)=C(C(=O)OC)C1c1ccc(F)c(Br)c1	18	1	9	3	8	3	-5	2	18	-6	-10
CC(Sc1nncs1)C(=O)NCC(=O)Nc1ccc(F)c(F)c1F (configuration not stated)	8	4	-5	-12	-3	-23	-1	3	2	-4	-10
COc1ccc(C(=O)CSc2nnc(CN3CCCCC3)n2-c2ccc(F)cc2)cc1	18	3	-7	9	2	11	-3	8	13	-19	-11
O=C(O)CCSCc1ccccc1F	8	2	-13	9	-4	6	1	-7	-9	nt	5
CCCCNC(=O)C1CC(c2ccc(C(F)(F)F)cc2)=NO1 (configuration not stated)	-36	-3	34	-15	-1	2	nt	-23	-14	-11	14
Cc1ccc(C)c(S(=O)(=O)N2CCN(C(=O)[C@@H](NC(=O)c3ccc(F)cc3)C(C)C)CC2)c1	16	1	-22	14	-9	-14	-8	5	23	-3	21
Fc1ccc(NC(=S)NN2CCOCC2)cc1Cl	11	1	9	-10	-2	4	nt	-19	-6	-4	-6
NC(=O)Cn1cc(/C=N\NS(=O)(=O)c2ccc(F)cc2)c2ccccc21	11	3	-14	4	-11	14	-5	0	18	-3	-14
O=C(Nc1cnc2ccccn2c1=O)c1ccc(F)cc1	-203	2	-59	-62	-8	4	2	-94	-197	-4	0

Exported with each value named: three of the compounds above.
Cc1ccccc1C(=O)NCCNC(=O)c1cnccn1
  HIF-2a inh: 8	NR2E3 ag-1: -1	NR2E3 ag-2: -10	TRPM1 prom inh: 3	PDI inh: 1	KKLEB tox: 4	Vif imaging: -4	Shn3 inh set2: 5	Peg3 prom inh: -8	CaV13 FRET inh: -3	CF NFkB inh: 10
CCN1CCN(CC(O)COCc2cc(OC)c(OC)c(OC)c2)CC1 (configuration not stated)
  HIF-2a inh: 19	NR2E3 ag-1: 4	NR2E3 ag-2: -1	TRPM1 prom inh: -5	PDI inh: 7	KKLEB tox: 8	Vif imaging: 15	Shn3 inh set2: 6	Peg3 prom inh: 3	CaV13 FRET inh: -5	CF NFkB inh: -18
CCN1CCN(C(=O)C2CCCN(S(=O)(=O)c3ccc(OC)c(OC)c3)C2)CC1 (configuration not stated)
  HIF-2a inh: 10	NR2E3 ag-1: 5	NR2E3 ag-2: -2	TRPM1 prom inh: -4	PDI inh: 7	KKLEB tox: 11	Vif imaging: -5	Shn3 inh set2: -3	Peg3 prom inh: 0	CaV13 FRET inh: -7	CF NFkB inh: 6
